# Source: PubChem BioAssay
# UTI89 phage lysis – inhibition of K1F phage lysis, E. coli UTI89, bacterial capsule biogenesis inhibitors, alamar blue (AID 488966); E. coli UTI89 K1F phage lysis, alamar blue, 2 h; higher % means a stronger effect; inhibition, % at 100 µM; hits with a dose series show IC50 in µM; 0.02% of 340,000 active;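 active = phage lysis inhibition, versus mean bacterial control, above a set limit; inconclusive = no clear call, values can overlap the other calls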;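 note: capsule biogenesis inhibitors block K1F phage lysis so surviving cells raise fluorescence; higher fluorescence means more inhibition of phage lysis; actives were called in the ten point dose series up to 300 µM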
# Rac1 GTP hydrolysis – MgcRacGAP GTPase-activating activity inhibitors, confirmation, biochemical, ADP Hunter fluorescence | MgcRacGAP-stimulated Rac1 GTP hydrolysis, ADP Hunter fluorescence; higher % means a stronger effect; GST-tagged Rac1 F28L mutant substrate | one-dose inhibition, % at 30 µM; IC50 in µM for titrated hits | 0.6% of 340,000 active;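 active = first-screen hits whose inhibition reached a set limit at any dose in the follow-up dose series; inconclusive = inhibition above the set first-screen limit but never retested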;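 note: fluorescence reports GDP produced by GAP-driven GTP hydrolysis; strong numbers were not always called active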
# SV40 large T antigen – TAg ATPase/helicase activity blockers – biochemical (AID 1903); SV40 large T antigen ATPase/helicase inhibition assay; higher % means a stronger effect; inhibition, % at 20 µM, or IC50 in µM where a hit was titrated; 0.39% of 310,000 active; in the data active = a potency from the dose series; inconclusive = inhibition mostly from about 32% at the one dose, without a potency; inactive = the rest, 99 in 100 with inhibition below about 32%; note: strong numbers were not always called active
# T cell HTS – T cell immune modulators affecting CD8 T cell-vesicle binding. 2C CD8+ T cell-vesicle binding, flow cytometry; active compounds read low. calls only at 7 µM. 0.068% of 330,000 active;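 active = response, share of CD8 T cells binding vesicles, and their 90th percentile fluorescence all below set limits, cut at about 80% in these data, passing the limit was not always enough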
#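 Material: 2C TCR transgenic mouse naive CD8+ T cells, MACS-purified. Also added: QL9-charged Drosophila Ld/ICAM-1/B7-1 vesicles. Timing: binding 1.5 h at 37 °C. Measured by: high-throughput flow cytometry with anti-B7-1 and anti-CD8 staining. Read-out: percent CD8+ FL2 mean versus row control. Controls: Unloaded micro-vesicles (low), QL9 vesicles with 0.7% DMSO (high).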
# PhoP inhibition – inhibitors of PhoP regulon expression, primary screen, Salmonella Typhimurium, GFP reporter (AID 1863). 0.16% of 300,000 active. S. Typhimurium PhoP-regulated promoter GFP reporter, 4 h; higher % means a stronger effect. inhibition, % at 50 µM; hits with a dose series show IC50 in µM;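 active = inhibition over 29.93%, a cutoff 3 SD above the screen mean, later confirmed by dose response; inconclusive = inhibition over 29.93% but no dose response follow-up; inactive = inhibition at most 29.93% or unconfirmed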;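 note: 0% = low Mg2+ inducing control and 100% = high Mg2+ repressing control; strong numbers were not always called active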
# TNAP activators – human TNAP enzyme activators, primary screen, biochemical, luminescent, no phosphate acceptor, uHTS (AID 1001). purified TNAP, luminescent activation assay, no phosphate acceptor; higher activation fold means a stronger effect. activation fold at 20 µM, or EC50 in µM where a hit was titrated. 0.03% of 200,000 active; in the data active = activation fold from about 3, or a potency from the dose series; inactive = the rest, 99 in 100 with activation fold below about 1.6; note: many of its hits are not listed in these tables
# RSV antiviral HEp-2 – inhibition of RSV-induced cytopathic effect – HEp-2 cells, primary 10 µM value included (AID 2391); HEp-2 cells, RSV-induced CPE inhibition; higher % means a stronger effect; CPE inhibition, % at 10 µM; hits with a dose series show IC50 in µM; 0.13% of 310,000 active; in the data active = a potency from the dose series; inconclusive = CPE inhibition mostly from about 23% at the one dose, without a potency; inactive = the rest, 99 in 100 with CPE inhibition below about 21%; note: strong numbers were not always called active
# Myeloid diff MLP – myeloid differentiation induction; ER-HoxA9 myeloid progenitors, lysozyme-GFP differentiation, flow cytometry; calls only at 10 µM; 1% of 360,000 active; AID 624256;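 active = normalized GFP-positive differentiation at or above the plate's own cutoff, the solvent-only control mean plus 3 SD; inconclusive = no clear call, values can overlap the other calls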;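 note: cells exposed to compound for four days before flow analysis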
# NTR1 ag – agonists of NTR1, primary screen, imaging, U2OS cells, beta-arrestin-GFP, high content (AID 493036) | NTR1-U2OS beta-arrestin-GFP spot imaging, agonist mode | activation, % at 20 µM | 0.17% of 330,000 active;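 active = activation at or above 40% of the spot to cytoplasm intensity ratio, with at least 20 cells analyzed; inconclusive = wells under 20 cells, flagged as cytotoxic or low count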;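 note: 0% = DMSO without peptide and 100% = 100 nM NTR1 peptide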
# Target sequence (P30989 whole entry, looked up): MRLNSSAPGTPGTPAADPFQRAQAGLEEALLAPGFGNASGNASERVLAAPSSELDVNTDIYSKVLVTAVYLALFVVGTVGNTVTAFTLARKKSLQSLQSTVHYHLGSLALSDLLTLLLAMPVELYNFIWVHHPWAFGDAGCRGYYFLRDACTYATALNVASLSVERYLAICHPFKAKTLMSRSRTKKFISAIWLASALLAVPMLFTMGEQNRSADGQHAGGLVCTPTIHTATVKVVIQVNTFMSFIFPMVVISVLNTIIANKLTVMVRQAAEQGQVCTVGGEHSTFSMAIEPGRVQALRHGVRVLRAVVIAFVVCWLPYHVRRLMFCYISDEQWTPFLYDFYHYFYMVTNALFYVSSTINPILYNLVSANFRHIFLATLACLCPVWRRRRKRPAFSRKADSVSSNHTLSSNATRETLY
# T cell HTS vesicle-bound % – also measured in T cell HTS; calls as there; double positive events, %; measured here: CD8+ vesicle-bound cell fraction;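 binding gate set so that unloaded-vesicle control wells show 10% double positive cells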
# NTR1 ag cell count 20 µM – further read-out of NTR1 ag, marked with its call; cell count; measured here: cell count, cytotoxicity flag
# Myeloid diff MLP GFP+ MAC1+ % – also measured in Myeloid diff MLP; calls as there; GFP+ MAC1+ double positive, %; measured here: differentiation confirmed by MAC1 staining
# Numbers without * were called inactive; i = inactive; ? = inconclusive; / = no result given; [ ] = dose if it differs, or a comment.
SMILES,UTI89 phage lysis,Rac1 GTP hydrolysis,SV40 large T antigen,T cell HTS,T cell HTS vesicle-bound %,PhoP inhibition,TNAP activators,RSV antiviral HEp-2,Myeloid diff MLP,Myeloid diff MLP GFP+ MAC1+ %,NTR1 ag,NTR1 ag cell count 20 µM
COc1cccc(CN2CCN(C3CSCCSC3)CC2CCO)c1 (centres undefined),1.4%[50 µM],11%,12%,i,34,/,1,-2.7%,i,0.3,1.6,61
CC(=O)Nc1ccc(NS(=O)(=O)c2cccc3ccccc23)cc1,-1.0%,-11%,1%,i,39,-4%,0.9,0.9%,i,7.8,-1.2,69
Cc1cccc(Cc2cnc(NC(=O)C3=NCCN3)s2)c1,1.8%,8%,2%,i,42,7%,1.3,1.0%,i,1.3,0.2,55
CN(C)S(=O)(=O)c1ccc(C(=O)NCC2(N3CCCCC3)CCCCC2)cc1,0.7%,-3%,4%,i,30,-3%,1.1,-0.8%,i,0.4,0.5,54
COc1cccc(NC(=O)COC(=O)Cc2ccc(Cl)cc2)c1,4.7%,3%,15%,i,22,-7%,1,0.6%,i,0.3,3.0,32
Cc1cc(C)c(NC(=O)Cn2cnc3c(oc4ccccc43)c2=O)c(C)c1,-3.1%,-1%,9%,i,62,-1%,1,-0.4%,i,1.1,0.4,68
CCC(Sc1nc2cc3c(cc2c(=O)n1Cc1ccco1)OCO3)C(=O)Nc1ccccc1OC (centres undefined),-0.3%,-3%,-4%,i,7,7%,1,1.6%,i,1.1,6.7,74
CCOC(=O)c1cnn(-c2cccc(Cl)c2)c1N,0.7%,7%,-1%,i,29,0%,1,2.0%,i,0.2,-4.5,90
CCCCC(=O)Nc1ccc(NC(=O)c2ccco2)cn1,-0.1%,5%,14%,i,39,0%,/,1.3%,i,0.2,0.1,42
CCCc1c(O)nc(SCCN(CCC)CCC)[nH]c1=O,0.3%,11%,7%,i,52,-5%,1.1,-0.6%,i,0.0,2.2,81

# Of the compounds above, two have an aryl thioether with sulfur outside any ring:
SMILES,UTI89 phage lysis,Rac1 GTP hydrolysis,SV40 large T antigen,T cell HTS,T cell HTS vesicle-bound %,PhoP inhibition,TNAP activators,RSV antiviral HEp-2,Myeloid diff MLP,Myeloid diff MLP GFP+ MAC1+ %,NTR1 ag,NTR1 ag cell count 20 µM
CCC(Sc1nc2cc3c(cc2c(=O)n1Cc1ccco1)OCO3)C(=O)Nc1ccccc1OC (centres undefined),-0.3%,-3%,-4%,i,7,7%,1,1.6%,i,1.1,6.7,74
CCCc1c(O)nc(SCCN(CCC)CCC)[nH]c1=O,0.3%,11%,7%,i,52,-5%,1.1,-0.6%,i,0.0,2.2,81

# (next part)
SMILES,UTI89 phage lysis,Rac1 GTP hydrolysis,SV40 large T antigen,T cell HTS,T cell HTS vesicle-bound %,PhoP inhibition,TNAP activators,RSV antiviral HEp-2,Myeloid diff MLP,Myeloid diff MLP GFP+ MAC1+ %,NTR1 ag,NTR1 ag cell count 20 µM
CCOC(=O)[C@H]1[C@H]2COc3cc(OC)ccc3[C@@H]2N2C(=O)N(c3cccc(F)c3)C(=O)[C@@]12C,3.0%,8%,/,i,13,/,/,/,i,0.9,2.0,54
CC[C@@H]1C=C(C(=O)O)[C@H](c2ccc(Cl)c(Cl)c2)N1S(=O)(=O)c1ccc(C)cc1,-0.1%,3%,/,i,17,/,/,/,i,0.8,3.1,53
Cc1nc(SCC(=O)Nc2cc(C)on2)c2c(=O)n(C)c(=O)n(C)c2n1,-1.0%,3%,3%,i,44,14%,1,2.8%,i,2.3,10,45
Brc1ccc(-c2csc(N/N=C/c3cccnc3)n2)cc1,1.8%,5%,8%,i,55,-4%,1.1,4.3%,i,0.3,17,51
CCn1c(-c2ccco2)nc2ccccc21,2.8%,4%,18%,i,32,1%,1.1,0.0%,i,1.3,-1.3,96
CCOCCc1nnc(NC(=O)C2CCN(C(=O)c3ccco3)CC2)s1,1.4%,7%,7%,i,29,-3%,/,1.4%,i,0.7,-0.3,45
COc1cccc(C(=O)Cn2c(N3CCOCC3)nc3c2c(=O)n(C)c(=O)n3C)c1,1.1%,-1%,-9%,i,12,2%,1.1,0.0%,i,4.8,-0.2,46
COc1cccc(CN2CCNC(=O)C2CC(=O)N(C)C2CCCCC2)c1OC (centres undefined),1.8%[50 µM],4%,25%,i,40,-2%,/,1.2%,i,3.5,0.5,41
CCCCOCCCNC(=O)c1ccc2c(c1)OCO2,1.3%,1%,24%,i,27,6%,1.1,-1.0%,i,5.1,1.2,61
O=C(N/N=C/c1c[nH]c2ccccc12)C1COc2ccccc2O1 (centres undefined),0.9%,8%,19%,i,32,9%,1.1,0.5%,?,/,1.6,47
Cc1nc2ccccn2c1C(=O)N/N=C/c1ccc2c(c1)OCO2,0.2%,4%,2%,i,47,7%,1.1,3.0%,i,0.0,-2.6,43
N#Cc1cc2cc3c(cc2nc1N1CCCCC1)OCCO3,0.9%,6%,13%,i,41,2%,1.1,3.5%,i,0.4,3.4,49
COc1ccc2c(c1)OC/C(=C/c1cccs1)C2=O,2.1%[50 µM],7%,6%,i,48,-7%,1,-0.5%,i,1.1,2.1,37
CCNC(=O)N(C(=O)NCC)n1c(C)nnc1C,-0.1%,9%,6%,i,59,0%,1.1,-0.4%,i,0.7,0.2,38
COc1ccc(S(=O)(=O)N2CCC3(CC2)CC(=O)c2ccccc2O3)cc1C,-0.7%,5%,7%,i,18,-2%,/,-0.6%,i,0.1,2.8,45
COC(=O)CCC(=O)N1CCOCCOCCN(C(=O)CCC(=O)OC)CCOCCOCC1,-0.1%,5%,2%,i,50,-2%,1,3.0%,i,1.1,1.7,38
CCC(C)(C)NC(=O)C(c1ccc(OC)cc1)N(C(=O)CCC(=O)Nc1cc(C)on1)c1cccc(F)c1 (centres undefined),0.4%,2%,10%,i,31,-4%,/,3.2%,i,0.6,-0.9,38
CCNC(=O)C1Cc2ccccc2CN1S(=O)(=O)c1ccc(F)cc1 (centres undefined),0.0%[50 µM],6%,17%,i,18,1%,/,0.8%,i,0.5,0.3,77
COc1ccc(-c2oc3ccc(-c4ccc(OC)nc4)cc3c2-c2ccc(OC)cc2)cc1,0.5%,12%,17%,i,16,/,/,0.7%,i,1.1,6.3,45
Oc1ccc(/C=N/Nc2ncc(Cl)cc2Cl)cc1,1.4%[50 µM],32µM*,21%,i,45,3%,/,-0.1%,i,0.4,2.3,88
O=C(COC(=O)Cc1n[nH]c(=O)c2ccccc12)Nc1cccc(C(F)(F)F)c1,0.3%,-1%,23%,i,36,-2%,1.1,3.0%,i,0.6,-0.6,79
COC(=O)c1ccccc1Oc1ccc(NC(=O)C(C)(C)CCl)cc1,0.1%,6%,8%,i,37,-10%,1.1,0.0%,i,0.3,2.4,56
CSc1nc(-c2ccc(Cl)cc2)nn1C(=O)c1ccco1,0.4%,16%,18%,i,40,13%,0.6,5.3%,i,1.4,2.5,52
Cc1cccc(/C(N)=N/OC(=O)Cc2ccccc2)c1,-0.4%,1%,-1%,i,45,-8%,1.1,1.7%,i,0.0,0.2,93
CC1CC(C)CN(CCCNC(=O)c2ccc(CS(=O)(=O)Cc3cccc(Cl)c3)o2)C1 (centres undefined),0.4%,4%,5%,i,30,-4%,/,1.2%,i,0.0,3.4,51
Cc1cccn2c(=O)c3cc(C(=O)NC4CCCC4)c(=N)n(Cc4ccc(F)cc4)c3nc12,0.3%,7%,33%,i,12,-9%,/,16%,i,3.3,22,40
Cc1ccccc1NS(=O)(=O)c1cc(C(=O)NCc2ccco2)ccc1C,-0.6%[50 µM],2%,3%,i,39,-1%,1.1,1.3%,i,2.6,1.6,61
CCN1CCN(Cc2c(O)ccc3c2O/C(=C\c2ccc(C)cc2)C3=O)CC1,-0.1%,4%,-2%,i,66,-16%,1.1,0.0%,i,0.9,-1.5,95
O=C(COC(=O)c1ccccc1)Nc1cc(Cl)ccc1Oc1ccccc1,1.7%,5%,-3%,i,53,2%,1.1,2.7%,i,0.3,12,90
CCN(CCO)C(=S)Nc1cc(C(=O)OC)ccc1C(=O)OC,0.8%[50 µM],-3%,3%,i,45,6%,1.1,1.5%,i,1.6,-0.9,82
COCCCNCCCCOc1ccc(OCc2ccccc2)cc1,0.0%,27%,4%,i,64,8%,1.1,-1.0%,i,0.6,0.1,85
COC(=O)COc1ccc2cc(-c3ccc(OC)cc3)c(=O)oc2c1,0.1%,3%,-2%,i,19,12%,/,0.0%,i,0.9,2.0,50
CCOc1ccc(C(=O)Nc2cc(Cl)ccc2-n2cncn2)cc1OC,1.1%[50 µM],4%,10%,i,26,-9%,/,-1.5%,i,0.9,1.8,76
S=C(NCc1ccco1)Nc1cccc(Cl)c1,-1.4%,1%,2%,i,15,2%,1,-1.9%,i,0.5,2.0,59
Cc1cc(C(F)(F)F)n2nc(C(=O)O)c(Cl)c2n1,7.0%,5%,2%,i,55,-12%,1.1,5.0%,i,0.9,-0.7,49
CSCCC(NS(=O)(=O)c1ccc2c(c1)OCCO2)C(=O)N(C)Cc1ccc(C)cc1 (centres undefined),-0.1%,9%,27%,i,15,2%,/,2.3%,i,1.5,4.0,61
COC(=O)C1CCN(C(=O)c2cc(=O)[nH]c3ccccc23)CC1,-0.1%,6%,6%,i,13,-5%,1,2.8%,i,0.3,-0.6,70
O=[N+]([O-])c1ccc(Oc2ccc(S(=O)(=O)N3CCOCC3)cc2)cc1,0.1%,5%,8%,i,17,0%,/,6.8%,i,1.5,-0.2,41
COc1cc(C(=O)N2CCc3ccccc32)ccc1OCc1c(C)noc1C,1.4%,11%,11%,i,39,-6%,/,?,i,0.5,1.8,48
CCOC(=O)CN1CC23C=CC(O2)C(C(=O)Nc2ccc(C(C)=O)cc2)C3C1=O (centres undefined),7.8%,5%,4%,i,48,5%,1.2,2.5%,i,2.9,8.7,61
Cn1c(=O)n(CC(N)=O)c(=O)c2c1nc(Br)n2Cc1ccccc1,-0.1%,17%,21%,i,54,8%,/,2.0%,i,0.4,-0.1,61
COc1cc(NC(=O)CN(c2cc(C)cc(C)c2)S(=O)(=O)c2c(C)noc2C)cc(OC)c1,2.3%,2%,0%,i,38,-3%,1.2,1.4%,i,1.8,1.6,63
COc1ccc(NC(=O)C2CCN(C(=O)NC3CCCCC3)CC2)c(OC)c1,0.3%,7%,11%,i,18,14%,1.2,1.7%,i,0.5,2.5,84
